Tb PYK inh: blocks Trypanosoma brucei pyruvate kinase; AID 624173; 410,000 tested, 0.12% active; TbPYK enzyme, Kinase-Glo Plus ATP luminescence, 45 min; Potency, µM (doses to about 76.8 µM), for inactives: at the top dose activity, negative = inhibition, actives largely listed as inhibitors; Q57TT1; also: potency is read from the fitted curve at half-maximal effect; nearly all actives have a fitted effect of over 50% in size
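Readout: single end-point luminescence (Kinase-Glo Plus, 10 min). Reaction conditions were TbPYK/substrate plus 130 uM ADP, 45 min at RT, pH 7.2 TEA buffer. No-enzyme wells served as controls, and data were normalized before concentration-response fitting.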
AmpC inh detg: AmpC beta-lactamase inhibition with detergent present. P00811. AmpC hydrolysis of nitrocefin, absorbance 480 nm, 0.01% Triton. Potency, µM (series often up to 114 µM), for the others: at the top dose activity change, negative = inhibition, usual class: inhibitors. 370,000 tested, 0.041% active. AID 485294;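 also: potency is read from the fitted curve at half-maximal effect; 0% = no-compound wells and -100% = no-enzyme wells; nearly all actives have a fitted effect of over 25% in size; some results filed as inactive show a strong effect at the top dose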
Target sequence (P00811 whole entry, looked up): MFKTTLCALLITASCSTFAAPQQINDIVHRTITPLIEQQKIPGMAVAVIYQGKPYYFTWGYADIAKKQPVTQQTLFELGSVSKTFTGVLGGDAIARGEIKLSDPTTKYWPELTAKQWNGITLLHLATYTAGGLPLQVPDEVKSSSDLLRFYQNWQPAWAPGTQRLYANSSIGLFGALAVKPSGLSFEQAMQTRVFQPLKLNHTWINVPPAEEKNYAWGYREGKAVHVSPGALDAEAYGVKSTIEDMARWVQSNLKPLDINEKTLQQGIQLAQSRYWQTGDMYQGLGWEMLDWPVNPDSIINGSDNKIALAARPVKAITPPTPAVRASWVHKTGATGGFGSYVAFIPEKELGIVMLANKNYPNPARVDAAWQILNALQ
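AmpC (5.3 nM in the dispensed reagent) in 20 mM phosphate pH 7.0 with 0.01% (detergent screen) or 0.0001% Triton X-100 was preincubated with compounds for 15 min at room temperature. Nitrocefin was then added from an 800 uM solution, and hydrolysis was followed at 480 nm.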
LmPK inhibitor: blocks Leishmania mexicana pyruvate kinase activity. Q27686. purified LmPK, Kinase-Glo ATP luminescence, 1 h. Potency, µM (top dose mostly 57.5 µM), without a hit: at the highest dose activity change, negative = inhibition, actives largely listed as inhibitors. 290,000 tested, 0.37% active. AID 1721; also: potency is read from the fitted curve at half-maximal effect
Target sequence (Q27686 whole entry, looked up): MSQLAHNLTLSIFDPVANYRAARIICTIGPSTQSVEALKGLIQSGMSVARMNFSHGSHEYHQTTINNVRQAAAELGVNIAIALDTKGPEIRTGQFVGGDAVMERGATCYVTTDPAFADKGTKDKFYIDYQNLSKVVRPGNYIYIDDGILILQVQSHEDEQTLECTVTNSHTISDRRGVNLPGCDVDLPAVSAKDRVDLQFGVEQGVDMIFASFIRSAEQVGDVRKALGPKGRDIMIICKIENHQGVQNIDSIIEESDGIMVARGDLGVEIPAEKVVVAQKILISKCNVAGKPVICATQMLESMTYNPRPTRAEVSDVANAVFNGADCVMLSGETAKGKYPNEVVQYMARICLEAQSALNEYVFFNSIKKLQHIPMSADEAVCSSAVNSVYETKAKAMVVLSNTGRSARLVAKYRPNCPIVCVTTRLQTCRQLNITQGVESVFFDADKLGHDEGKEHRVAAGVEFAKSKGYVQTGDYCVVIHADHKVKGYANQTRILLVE
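qHTS format; LmPK 0.1 nM; substrates PEP 0.5 mM and ADP 0.1 mM. One-hour room-temperature incubation, then coupled luciferase luminescence; 0.5 nM enzyme wells mark activation.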
HCMV inh: blocks human cytomegalovirus replication; HFF cells, HCMV-luciferase reporter, 72 h; active compounds read low; activity change, negative = inhibition, % at 57.5 µM; 410,000 tested, 4.5% active; in the data active = activity change below about -60%; inconclusive = no clear call, values can overlap the other calls; inactive = above about -39%
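Inhibition of viral replication was scored as loss of reporter luminescence in HFFs infected with HCMV-luciferase (MOI 1 PFU/cell) for 72 h; compounds tested at 2 doses, normalized to buffer and Salinomycin controls.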
Sm TGR block: inhibitors of Schistosoma mansoni thioredoxin glutathione reductase. Q962Y6. purified TGR, DTNB reduction, TNB absorbance 405 nm. Potency, µM (highest dose often 114 µM), for inactives: top-dose activity change, negative = inhibition, usual class: inhibitors. 360,000 tested, 3% active; also: potency is read from the fitted curve at half-maximal effect; nearly all actives have a fitted effect of over 60% in size
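TGR 20 nM + NADPH 100 uM (dispensed conc.), cpd preinc 15 min RT; start with NADPH (500 uM addition) then DTNB (15 mM addition). Kinetic TNB absorbance, 405 nm filter. Four-parameter Hill fit across titration.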
AmpC inh no detg: inhibitors of E. coli AmpC beta-lactamase without detergent; P00811; AmpC nitrocefin hydrolysis, absorbance 480 nm, 0.0001% Triton; Potency, µM (top dose mostly 57.1 µM), for the others: at the highest dose activity change, negative = inhibition, actives largely listed as inhibitors; 330,000 tested, 0.52% active; AID 485341;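 also: potency is read from the fitted curve at half-maximal effect; plate controls were no compound for no effect and no enzyme for full effect; nearly all actives have a fitted effect of over 20% in size; some results filed as inactive show a strong effect at the top dose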
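20 mM phosphate pH 7.0 + 0.01% (detergent screen) or 0.0001% Triton X-100; 5.3 nM AmpC reagent; cpd preinc 15 min RT; nitrocefin (800 uM stock) to start; A480 q20 s × 4 min; Activity was normalised to no-enzyme and no-compound control wells.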
AMA1-RON2 inh: inhibitors of Plasmodium falciparum AMA1-RON2 interaction; Potency, µM (top dose mostly 58.2 µM), for the others: top-dose activity change, negative = inhibition, most hits filed as inhibitors; 360,000 tested, 0.2% active; AlphaScreen AMA1-biotinylated RON2 peptide binding;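 also: potency is read from the fitted curve at half-maximal effect; 0% = vehicle wells and -100% = peptide control; nearly all actives have a fitted effect of over 45% in size; some results filed as inactive show a strong effect at the top dose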
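AMA1 (3D7) with his tag at 25 nM final met compounds first, then biotinylated RON2 peptide at 25 nM; detection used donor plus acceptor beads, 10 µg/mL apiece, read by AlphaScreen after 30 min at room temperature.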
The depositor's hits bear a star; ? = inconclusive; / = not tested or not shown; & = joins results of further samples; [ ] = remark or other dose. Unless noted, calls follow the shape of the dose curve; as a rule, active = well fitted curve in the direction sought with a large enough effect; inconclusive = small, poorly fitted or top-dose-only effect, or another doubt; inactive = no such curve, though single readings can be large; an effect the other way counts as inactive or inconclusive. Unless noted, % is scaled to controls: 0 for no effect and ±100 for the full control effect.

SMILES	Tb PYK inh	AmpC inh detg	LmPK inhibitor	HCMV inh	Sm TGR block	AmpC inh no detg	AMA1-RON2 inh
Cc1ccc(C)c(-n2c(Cc3cc(=O)[nH]c(=O)[nH]3)nnc2SCC(=O)NCC2CCCO2)c1 (stereo unspecified)	-0.6%	-5.0%	-4.3%	0.7	-28.1%	29.9%	-1.1%
N=c1sccn1CC(=O)Nc1ccccc1Oc1ccccc1	-1.9%	4.7%	5.7%	-26.4	5.2%	-18.7%	-6.6%
CC(C)(C)C(=O)NCCn1ccc2ccccc21	-3.5%	?	1.6%	9.7	-14.7%	1.6%	2.2%
CCCS(=O)(=O)NCCc1cc2ccc(C)cc2[nH]c1=O	1.3%	1.9%	1.9%	27.8	-0.4%	-21.1%	15.6%
O=C(CSc1nc2c([nH]c3ccccc32)c(=O)n1-c1ccc(Cl)cc1)N1CCCC1	-1.7%	3.9%	/	12.7	8.8%	/	/
O=C(/C=C/c1ccc(O)cc1)c1ccc(NC2=C(N3CCCCC3)C(=O)c3ccccc3C2=O)cc1	-7.0%	-12.0%	-18.9%	-98.7*	25.1µM*	-31.6%	-9.9%
CCN(c1cccc(C)c1)S(=O)(=O)c1ccc(-c2ccc(=O)[nH]n2)o1	0.3%	9.7%	-2.2%	?	?	1.7%	3.0%
Cc1ccc(C)c(NS(=O)(=O)c2c(C)nc3sccn3c2=O)c1	-7.3%	-15.3%	-0.3%	-0.5	0.0%	-4.1%	-6.5%
CSCC[C@H](NC(=O)C1CCN(S(=O)(=O)c2ccc(C)cc2)CC1)C(=O)NCc1ccco1	-8.9%	-11.6%	9.9%	20.8	44.7µM*	-1.3%	-10.2%
CC(/C=C/C=C/c1ccccc1)=N/NC(=O)CNc1ccc(C)cc1	3.0%	-5.8%	2.7%	8.8	-11.1%	-9.1%	35.6%[activator]
CC(/C=N\NC(=O)c1cccnc1)c1ccccc1 (stereo unspecified)	-2.5%	/	/	21.6	/	/	63.1%[activator]
Cc1n[nH]c(C)c1CCOc1ccc(C(C)C)cc1	-1.9%	-0.8%	0.6%	-18.2	0.5%	/	-7.4%
O=C(NC1CCCC1)c1ccc2c(=O)n(Cc3ccccc3)c(SCc3cccc([N+](=O)[O-])c3)nc2c1	-2.1%	-0.3%	/	?	-2.9%	/	/
CCCCSc1nsc(NC(C)=O)n1	/	-13.8%	-7.0%	46.0	1.8%	-2.9%	-8.0%
COc1cc(OC)cc(C(=O)NNC(=O)CCCOc2ccccc2)c1	7.0%	-7.0%	/	78.7	-6.8%	-23.9%	55.7%[activator]
CC1CN(C(=O)c2ccccc2Oc2ccccc2)CC(C)O1 (stereo unspecified)	-18.1%	-5.3%	1.9%	?	/	-0.7%	4.0%
S=C(Nc1ccc2c(c1)OCO2)NC1CCN(Cc2ccccc2)CC1	3.6%	-15.2%	4.1%	-25.4	2.7%	-13.0%	-16.2%
CCOC(=O)CCCn1c(C)nc(=O)c(-c2ccccc2)c1C	-4.8%	?	-0.6%	5.6	0.0%	-27.1%	-1.5%
Brc1c(NC2=NCCN2)ccc2nccnc12	0.7%	?	0.2%	/	-7.4%	-9.5%	/
Cc1cc(OC(C)C(=O)NCC(O)c2ccccc2)c2c3c(c(=O)oc2c1)CCCC3 (stereo unspecified)	0.8%	2.3%	-3.2%	9.3	-15.3%	91.8%[activator]	14.6%
CC(=O)c1c(C(C)=O)c(C)n(NC(=O)c2ccc(Cl)cc2)c1C	6.1%	?	9.0%	-19.4	-1.4%	-22.5%	7.1%
CC1CCCC(=C\c2ccccc2)/C1=N/O (stereo unspecified)	-17.1%	-8.7%	-0.7%	-10.8	3.2%	-28.3%	-3.7%
Nc1ccc2ccccc2c1C(=O)c1ccccc1	-1.9%	/	/	-8.8	/	/	2.9%
CC(=O)NS(=O)(=O)c1ccc(N=NN2CCOCC2)cc1	-3.7%	1.4%	-1.6%	43.6	0.5%	-12.1%	0.0%
CCC(C)c1ccccc1NC(=O)COC(=O)c1ccc2[nH]c3c(c2c1)CCCC3 (stereo unspecified)	-5.2%	-8.3%	1.3%	-99.8*	0.2%	-42.7%	-24.7%

Just Tb PYK inh, LmPK inhibitor and HCMV inh (5 entries from above):
molecule | Tb PYK inh | LmPK inhibitor | HCMV inh
S=C(Nc1ccc2c(c1)OCO2)NC1CCN(Cc2ccccc2)CC1 | 3.6% | 4.1% | -25.4
CCOC(=O)CCCn1c(C)nc(=O)c(-c2ccccc2)c1C | -4.8% | -0.6% | 5.6
Brc1c(NC2=NCCN2)ccc2nccnc12 | 0.7% | 0.2% | /
Cc1cc(OC(C)C(=O)NCC(O)c2ccccc2)c2c3c(c(=O)oc2c1)CCCC3 (stereo unspecified) | 0.8% | -3.2% | 9.3
CC(=O)c1c(C(C)=O)c(C)n(NC(=O)c2ccc(Cl)cc2)c1C | 6.1% | 9.0% | -19.4

Arranged by length of the SMILES (high to low): 3 of the compounds above.
SMILES	Tb PYK inh	AmpC inh detg	LmPK inhibitor	HCMV inh	Sm TGR block	AmpC inh no detg	AMA1-RON2 inh
Cc1ccc(C)c(-n2c(Cc3cc(=O)[nH]c(=O)[nH]3)nnc2SCC(=O)NCC2CCCO2)c1 (stereo unspecified)	-0.6%	-5.0%	-4.3%	0.7	-28.1%	29.9%	-1.1%
CSCC[C@H](NC(=O)C1CCN(S(=O)(=O)c2ccc(C)cc2)CC1)C(=O)NCc1ccco1	-8.9%	-11.6%	9.9%	20.8	44.7µM*	-1.3%	-10.2%
CCCCSc1nsc(NC(C)=O)n1	/	-13.8%	-7.0%	46.0	1.8%	-2.9%	-8.0%

(further entries)
SMILES	Tb PYK inh	AmpC inh detg	LmPK inhibitor	HCMV inh	Sm TGR block	AmpC inh no detg	AMA1-RON2 inh
O=S(=O)(Nn1cnnc1)c1ccc2ccccc2c1	-0.7%	-3.8%	-1.8%	3.6	0.1%	-17.9%	11.5%
CCCc1cc(C(=O)Nc2c(C)nn(Cc3ccc(C)cc3)c2C)no1	-6.7%	20.0%	/	-9.3	0.1%	/	/
c1ccc(CCN2CCC3(CC2)OCCO3)cc1	4.8%	/	/	30.4	/	/	19.8%
Cc1ccc(-c2nc(Cl)nc3ccccc23)cc1	1.0%	3.2%	9.9%	-30.5	0.0%	-25.5%	?
CCOC(=O)N1CCC(N2C(=O)c3ccc(C(=O)Nc4ccc(OC)c(OC)c4)cc3C2=O)CC1	-3.0%	1.7%	2.9%	?	1.2%	-1.8%	-0.2%
COc1cccc(NC(=O)CNS(=O)(=O)c2ccc3nc(C)sc3c2)c1	-1.8%	-2.0%	3.6%	-33.9	5.0%	-16.6%	-10.8%
CN(Cc1cc([N+](=O)[O-])ccc1Cl)C(=O)C[n+]1ccccc1	-11.5%	-3.9%	0.3%	-22.5	?	8.3%	-9.4%
CN(Cc1cnccn1)C(=O)c1cc(COc2cccc(C(F)(F)F)c2)on1	-1.6%	7.6%	3.5%	35.4	1.3%	112.9%[activator]	2.1%
COC(=O)[C@@H](Cc1ccccc1)NC(=O)NCCc1c[nH]c2ccccc12	-3.9%	0.2%	4.3%	-0.4	0.0%	-18.9%	-3.6%
CCCn1c(CCc2ccccc2)nnc1SCC(=O)N1CCCC1	-3.3%	2.0%	4.2%	2.2	7.3%	38.5%	-14.5%
COC(=O)C1CCN(C(=O)/C=C/c2ccc(OC)cc2)CC1	4.1%	2.7%	-0.6%	124.7	-1.6%	-2.2%	-16.1%
CCOc1cccc(/C=N/N2CCN(c3ccc(Cl)cc3)CC2)c1O	-9.1%	-14.0%	-2.2%	-94.3*	10.3%	-22.4%	-12.8%
CCOC(=O)c1ccc(-c2nnc(-c3ccc(Cl)cc3Cl)o2)cc1	0.8%	-16.5%	1.8%	83.4	5.2%	-21.4%	0.0%
CC(C)Oc1ccc(C(=O)N2CCN(C(=O)c3ccco3)CC2)cc1	-6.0%	-1.0%	-5.7%	32.1	0.1%	17.1%	-18.3%
COc1ccc(CNCCCSc2ncccn2)c(OC)c1	0.4%	?	-0.3%	-3.2	5.6%	-4.1%	-12.8%
O=C(NCC1CC1)c1csc(COCCO)n1	-7.0%	/	/	-0.1	/	/	0.0%
Cc1nc2nc(C)c(NS(=O)(=O)c3ccc(CC(C)C)cc3)c(=O)n2[nH]1	6.1%&1.8%	-17.9%&16.3%	-1.8%	?	?	-26.4%	-7.6%
CCOC(=O)[C@@H]1[C@H]2COc3cc(OC)ccc3[C@@H]2N2C(=O)N(c3ccc(Cl)cc3)C(=O)[C@@]12C	97.4%[activator]	-10.1%	-1.2%	31.1	-3.9%	39.5%	-4.8%
CCCc1cc(=O)oc2cc(C)cc(OC(C)C(=O)NCC(O)c3ccccc3)c12 (stereo unspecified)	4.9%	-13.0%	4.9%	-4.1	-0.3%	58.1%	2.7%
COc1ccc(C(=O)Nc2cc3c(cc2C#N)OCO3)cc1S(=O)(=O)NCc1ccco1	-9.3%	-8.2%	3.9%	9.7	0.0%	-22.5%	1.0%
COc1ccc(C2CN=NC23CCCc2ccccc2C3=O)cc1 (stereo unspecified)	1.4%	-0.3%	4.3%	-17.2	9.3%	-30.2%	1.7%
CC1=C(C(=O)c2ccccc2)C(c2cn(-c3ccccc3)nc2-c2ccc(Cl)cc2)NC(=S)N1 (stereo unspecified)	0.7%	0.5%	-1.9%	-35.0	0.1%	-26.4%	25.9%
Cc1ccc(NC(=O)CSc2nc3c(sc4ccccc43)c(=O)n2CCCC(=O)NC2CCCC2)cc1C	4.1%	11.1%	/	-5.6	0.1%	/	/
O=C(NCc1cccs1)c1cc2ccccc2o1	-1.6%	?	0.5%	55.5	-9.0%[11.4 µM]	-26.3%	4.1%
COc1ccccc1-c1ncn(Cc2cccc(-c3ccccc3)c2)c1CC(C)C	-6.0%	/	/	?	/	/	-9.0%
CC(=O)N=C1C=CC(=CN(O)C(C)(C)Cc2ccccc2)C=C1	-5.0%	-8.6%	/	-5.8	-0.1%	-11.7%	-9.0%
O=C(COC(=O)CNC(=O)c1ccccc1F)Nc1ncc(Cl)cc1Cl	-6.7%	-14.7%	/	71.0	-25.2%	-38.2%	1.1%
COc1ccc(C2c3ccc4ccccc4c3Oc3ncn(CCCO)c(=N)c32)cc1OC (stereo unspecified)	1.0%	-4.7%	-1.2%	-33.6	7.9%	182.5%[activator]	-10.9%
N/C(=N\OC(=O)c1ccccc1)c1cccnc1	-8.4%	-6.2%	?	-0.3	2.4%	-15.2%	13.9%

Source: PubChem
